Efa HMGR inh: inhibitors of E. faecalis class II HMGR, primary screen, biochemical, Enterococcus faecalis; HMG-CoA reductase (Enterococcus faecalis, mvaE); purified E. faecalis HMGR, NADPH absorbance 340 nm kinetic; inhibition, % at 10 µM; 190,000 compounds, 0.41% hits; AID 1066, 2008;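 active means inhibition above a set limit, the median over all tested compounds plus 3 SD, cut at about 9.5% in these data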;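 further: enzyme runs in reverse so mevalonate oxidation gives rising NADPH absorbance; 0% = complete reaction with DMSO and 100% = background rate lacking mevalonate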
RAM inhibit: inhibitors of the yeast RAM network, primary screen, dse1pr::URA3 reporter, 5-FOA selection. S. cerevisiae dse1pr::URA3 reporter, 5-FOA growth OD615, 2 d; analog-sensitive cbk1-as2 kinase mutant strain. inhibition, % at 50 µM. 190,000 compounds, 1.8% hits. AID 868, 2007;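 active means inhibition above a set limit, 3 SD over mean compound inhibition, cut at about 8.4% in these data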;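 further: 0% = DMSO-only wells with no growth and 100% = 10 µM 1-NA-PP1 full growth; inhibition rescues growth on 5-FOA so higher OD means more RAM inhibition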
Redox H2O2 prof: compounds producing H2O2 with reducing agent – biochemical, NIH compound library profiling, artefact control for MLSCN library redox annotation, primary screen; AID 878, 2007; DTT-dependent redox cycling H2O2, phenol red/HRP absorbance; 100% = 100 µM peroxide control, 0% = buffer; activation, % at 10 µM; 200,000 compounds, 0.03% hits;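 active means activation of at least 50% relative to the plate's high and low controls in the primary single-dose screen; inactive means activation below 50%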;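 further: compound incubated with DTT at 0.8 mM final as the reducing agent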
S1P3 antagonist: S1P3 receptor antagonists, primary screen, cell-based; Sphingosine 1-phosphate receptor 3 (Homo sapiens), Q99500; CHO S1P3 NFAT-BLA reporter, FRET fluorescence, antagonist mode; inhibition, % at 4.98 µM; 170,000 compounds, 0.27% hits; AID 485, 2006;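 active means inhibition above the plate cutoff, the mean inhibition of test wells on that plate plus 3 SD, cut at about 28% in these data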;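 further: cells challenged with S1P at its EC80 of 0.8 µM; blue over green emission ratio from cleaved BLA substrate after 4 h stimulation; 0% = S1P-stimulated wells and 100% = unstimulated DMSO-only wells; some compounds past the cut are filed as inactive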
bIAP inhibitor: bovine intestinal alkaline phosphatase inhibitors, primary screen, selectivity assay for TNAP inhibitor project, biochemical, bovine IAP, CDP-star luminescence; alkaline phosphatase, intestinal [Bos taurus]; inhibition, % at 20 µM; 190,000 tested, under 10 active; purified bovine IAP, 30 min;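 active means over 50% inhibition of intestinal alkaline phosphatase at 20 µM in the single-dose screen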
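System: Purified bovine intestinal alkaline phosphatase (IAP) enzyme | Input: IAP diluted 1/65,000,000 in the well | Also added: CDP-star chemiluminescent phosphatase substrate, 30 µM final | Dosing: 20 µM single dose | Times: Enzyme reaction for 30 min at room temperature | Detection: Luminescence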
TR-FRET SRC-2 ct: TR-FRET signal artefacts, primary screen, artefact control for PPARgamma SRC-2 agonist project, biochemical. TR-FRET artefact counter-screen; active compounds read high. TR-FRET ratio at 8 µM. AID 1049, 2008. 200,000 compounds, 0.4% hits; in the data active means TR-FRET ratio above about 2000; further: inactives centre near 1500
ROMK mod: ROMK potassium channel modulators, primary screen, cell-based, thallium flux, MLSMR library; ATP-sensitive inward rectifier potassium channel 1 (Homo sapiens), P48048; Tet-inducible ROMK, thallium flux fluorescence; actives lie on both sides; B-score at 10 µM; 130,000 compounds, 2% hits;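 active means signal ratio slope over the read window, or its plate-corrected B-score, at least 3 SD from the plate mean, either direction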;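 further: B-score of the F/F0 ratio slope over 7 to 12 s after thallium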
Target sequence (P48048 whole entry, looked up): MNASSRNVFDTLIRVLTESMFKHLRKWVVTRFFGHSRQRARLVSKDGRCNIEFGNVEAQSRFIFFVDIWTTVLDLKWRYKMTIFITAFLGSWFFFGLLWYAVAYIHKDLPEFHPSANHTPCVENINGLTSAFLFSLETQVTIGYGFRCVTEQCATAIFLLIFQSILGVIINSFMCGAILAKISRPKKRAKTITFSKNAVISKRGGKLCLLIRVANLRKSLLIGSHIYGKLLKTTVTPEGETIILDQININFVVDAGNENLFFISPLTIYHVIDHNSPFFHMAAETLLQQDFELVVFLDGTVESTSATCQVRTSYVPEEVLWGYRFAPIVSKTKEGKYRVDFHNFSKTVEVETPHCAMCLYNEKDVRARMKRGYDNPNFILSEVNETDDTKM
Lmaj promast: Leishmania major promastigote growth inhibition, primary screen. Leishmania major promastigotes, resazurin fluorescence viability. inhibition, % at 10 µM. 200,000 compounds, 9% hits; in the data active means inhibition above about 50%;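 further: promastigotes grown with compound for 44 hours at 28 °C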
PPARg SRC1 recr: PPARgamma agonists recruiting SRC-1 coactivator, primary screen, biochemical; Peroxisome proliferator-activated receptor gamma (Homo sapiens), P37231; PPARgamma-SRC-1 coactivator recruitment biochemical assay; activation, % at 8 µM; 200,000 compounds, 0.41% hits; AID 631, 2007; in the data active means activation above about 19%;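 further: 0% = DMSO and 100% = reference agonist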
Target sequence (P37231 whole entry, looked up): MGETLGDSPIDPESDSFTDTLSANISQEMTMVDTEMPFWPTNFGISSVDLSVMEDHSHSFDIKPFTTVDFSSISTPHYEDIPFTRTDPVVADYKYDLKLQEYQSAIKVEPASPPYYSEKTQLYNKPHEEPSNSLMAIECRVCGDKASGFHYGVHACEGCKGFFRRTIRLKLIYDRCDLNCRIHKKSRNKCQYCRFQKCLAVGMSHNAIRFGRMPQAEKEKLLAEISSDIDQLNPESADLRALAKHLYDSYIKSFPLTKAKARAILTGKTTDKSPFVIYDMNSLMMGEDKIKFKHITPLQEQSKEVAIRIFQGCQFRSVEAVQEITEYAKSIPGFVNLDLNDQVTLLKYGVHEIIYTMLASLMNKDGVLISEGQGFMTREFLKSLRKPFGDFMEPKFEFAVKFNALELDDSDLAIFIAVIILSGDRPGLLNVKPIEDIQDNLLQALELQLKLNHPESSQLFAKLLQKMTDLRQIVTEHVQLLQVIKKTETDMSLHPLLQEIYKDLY
PPARg SRC3 recr: PPARgamma agonists recruiting SRC-3 coactivator, primary screen, biochemical; Peroxisome proliferator-activated receptor gamma (Homo sapiens), P37231; biochemical PPARgamma/SRC-3 coactivator recruitment assay; activation, % at 8 µM; 200,000 compounds, 0.26% hits; AID 731, 2007; in the data active means activation above about 23%;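 further: 0% = DMSO and 100% = reference agonist; some compounds past the cut are filed as inactive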
PPARg SRC2 recr: agonists of PPARg-SRC-2 recruitment, primary screen, biochemical, HTS; AID 1032, 2008; Peroxisome proliferator-activated receptor gamma (Homo sapiens), P37231; activation, % at 8 µM; PPARgamma LBD-SRC-2 recruitment; 200,000 compounds, 0.34% hits; in the data active means activation above about 22%;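 further: 0% = vehicle and 100% = reference agonist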
Starred values were filed as active, the others as inactive; x = no result given.

molecule	Efa HMGR inh	RAM inhibit	Redox H2O2 prof	S1P3 antagonist	bIAP inhibitor	TR-FRET SRC-2 ct	ROMK mod	Lmaj promast	PPARg SRC1 recr	PPARg SRC3 recr	PPARg SRC2 recr
COc1ccc2cc(C(=O)C3CCCN(C(=O)Cc4c(C)noc4C)C3)ccc2c1 (stereo not drawn)	5	0.0	-1.2	-7	4	1586	0.76	11	-1	0	7
CC(C)c1nc2ccc(NC(=O)C3CCCCC3)cc2[nH]1	0	-0.4	0.3	x	-8	1422	x	5	1	-3	-3
Cc1ccccc1OCC(=O)N/N=C/c1ccc2c(c1)OCCO2	5	3.4	0.5	-2	26	1694	0.97	9	4	3	6
CCOC(=O)c1ccc(C(=O)OCC)c(NC(=S)Nc2ccc([N+](=O)[O-])cc2OC)c1	-2	0.0	0.6	11	28	1533	x	5	1	3	-1
O=C(OCc1nc2ccccc2s1)c1ccc(Br)o1	-2	0.4	-1.6	-12	-4	1717	-0.69	-3	10	5	13
CCOC(=O)/C(N=Nc1c(C)n(C)n(-c2ccccc2)c1=O)=C(\C)O	-2	0.4	0.3	-9	-3	1652	x	-3	0	0	2
CN(c1ccccc1)S(=O)(=O)c1ccc(NC(=O)c2cccs2)cc1	-1	0.5	0.7	10	2	1555	0.094	5	5	0	7
COc1nc(OC)nc(N2CCC(C(=O)NCc3cccs3)CC2)n1	-3	1.5	2.6	10	4	1575	0.19	-2	-2	-3	15
O=C(CSc1nnc2scc(-c3ccccc3)n12)NCC1CCCO1 (stereo not drawn)	-1	0.2	0.1	-11	13	1462	x	-3	0	1	9
O=C(COc1ccc(-c2ccccc2)cc1)NN=C1CCCC1	-1	1.8	-0.4	1	-2	1494	0.45	-4	0	1	1
OCC(Cc1ccccc1)NCc1ccccc1C(F)(F)F (stereo not drawn)	-5	1.2	-0.7	9	4	1632	-0.38	2	5	4	10
Cc1cc(CNC(=O)CCc2nnc(CCCCc3ccccc3)o2)nn1C	-3	0.1	-1.3	-11	5	1601	x	-5	-1	3	11
O=S(=O)(NCCc1ccccn1)c1ccc(F)c(F)c1	-2	1.1	0.1	-9	7	1443	x	-9	8	-2	6
CCOC(=O)C1=C(C)N(C)C(C)=C(C(=O)OCC)C1c1ccccc1	1	1.7	0.5	x	-8	1758	x	-2	6	5	9
CCc1ccc(C(=O)COC(=O)C(Cc2ccccc2)NC(=O)c2ccc(Cl)cc2)cc1 (stereo not drawn)	-4	17*	2.7	x	20	1434	-0.07	75*	-2	-3	2
Cc1cccc(NC(=O)Nc2ccc3c(c2)N(C)C(=O)CS3)n1	-4	3.3	-1.1	x	7	1488	x	8	-4	-13	1
Cc1[nH]n(-c2ccc([N+](=O)[O-])cc2)c(=O)c1C=NCC1CCCO1 (stereo not drawn)	-1	2.3	0.0	-2	12	1487	0.2	-6	5	1	3
CC(C)=C1C2C=CC1C1C(=O)N(c3ccc4c(c3)OCO4)C(=O)C21 (stereo not drawn)	-1	2.2	1.6	-24	12	1665	0.31	3	4	4	7
CCCCNC(=O)CCC(=O)Nc1ncc(-c2ccc(C)cc2)n1C	-2	2.6	1.9	-4	22	1456	x	-2	-1	-4	-9
O=C(CSc1ccc2nnc(-c3ccc(Cl)cc3)n2n1)N1CCc2ccccc21	-8	0.6	2.2	x	16	1780	x	2	4	4	1
CCOc1cc(/C=C2\C(=O)N(Cc3ccc(C)cc3)C(C)=C2C(=O)OC)ccc1O	2	4.7	-3.7	x	45	1524	x	48	2	-3	2
Cc1ccc(-c2noc(CCC(=O)NCc3ccco3)n2)cc1	-2	2.5	-0.6	x	11	1577	x	1	5	5	0
CCCCCn1c(SCCc2ccccc2)nc2c1c(=O)[nH]c(=O)n2C	-1	2.1	1.9	-17	13	1380	x	3	2	-11	-4
CCOc1cc(C2NC(=O)NC(c3ccccc3)=C2C(C)=O)ccc1OCC(N)=O (stereo not drawn)	4	0.3	-4.7	x	1	1612	x	-3	5	4	10
CC(=O)c1sc(Nc2nc3ccc(F)cc3s2)nc1C	-5	0.7	0.9	-19	-32	1793	x	15	4	20	8
CN(C)C=NC(=O)c1cc(C(=O)c2ccc(C(C)(C)C)cc2)c[nH]1	-3	4.1	-1.0	-20	-8	1582	-0.084	15	8	5	6
COc1ccc(S(=O)(=O)N2CCOCC2)cc1NC(=O)CO/N=C/c1ccccc1OC(F)F	-2	0.8	-0.2	0	15	1402	-0.62	7	-14	-1	-6
O=C(CSc1nc2ccccc2c(=O)n1Cc1ccc(F)cc1)NCc1cccs1	-6	7.4	0.2	-6	11	1527	x	34	-2	-2	-1
CC(C)OC(=O)CSc1nnc(-c2ccc(Cl)cc2Cl)o1	-2	2.2	-2.6	-21	18	1621	0.024	-6	11	6	6
Cc1ccc(-c2csc3nc4c5ccccc5c(NCCCN(C)C)nn4c(=O)c23)cc1	-2	-1.1	-0.5	-41	-33	1751	-0.83	101*	5	0	-1
O=C(Nc1cccc(S(=O)(=O)N2CCCCC2)c1)c1c2c(nc3ccccc13)CCN(Cc1ccccc1)C2	1	-0.6	-0.5	-7	11	1383	x	90*	2	1	-3
Cc1nc2cc(C(=O)N3CCc4ccccc43)ccc2n1-c1ccc(F)c(F)c1	-3	2.5	-0.4	-4	12	1650	0.16	-2	1	-2	-5
O=[N+]([O-])c1cnn(-c2nc(-c3ccco3)cc(C(F)(F)F)n2)c1	-1	2.9	-0.2	-11	6	1433	-1.1	2	4	6	-4
O=C1N/C(=N\N=C\c2cccs2)SC1Cc1cccc(Cl)c1 (stereo not drawn)	-4	4.6	0.5	-3	-2	1479	x	5	1	-2	2
O=C(COC(=O)CCNS(=O)(=O)c1cccc(C(F)(F)F)c1)NC(=O)NC1CCCCC1	-5	-0.1	0.2	x	9	1436	-0.042	1	-3	-18	-4
Cc1cc(S(=O)(=O)N2CCCC(C(=O)Nc3ccc(C(=O)O)cc3)C2)ccc1Cl (stereo not drawn)	-9	6.7	-1.0	-10	4	1511	-0.033	4	-2	-1	-16
C=CCN(CC=C)S(=O)(=O)c1ccc(C(=O)Nc2sc3c(c2C(N)=O)CCCCC3)cc1	-6	4.0	0.0	-10	17	1334	1.2	0	-9	-1	3
CCOC(=O)c1ccccc1NC(=O)CN(c1cccc(OC)c1)S(C)(=O)=O	-3	3.8	-2.8	5	-6	1487	x	18	-3	-3	-4
COc1ccc(Br)cc1S(=O)(=O)Nc1ncccc1C	-7	-0.1	0.0	-13	-8	1666	-0.27	2	5	1	1
COc1ccc(OCC(=O)N2CCN(C(=O)c3ccccc3)CC2)cc1	-4	2.3	2.5	-5	0	1634	0.73	-10	5	4	1
COC(=O)c1ccc(NC(=O)c2cccc(OC)c2)cc1	1	0.2	-3.4	46	8	1659	x	-5	-1	-5	11
O=C1CN(C(=O)COC(=O)c2cccc(OCc3ccccc3)c2)c2ccccc2N1	-6	2.0	0.4	-27	13	1451	x	-7	-14	-6	-12
Nc1ccccc1-c1nnn(CC(=O)N2CCCc3ccccc32)n1	0	-0.2	-0.3	x	15	1598	x	-5	3	3	0
COc1cccc2c1OCC(CN1CCN(CCC(C)C)C(CCO)C1)=C2 (stereo not drawn)	-4	1.4	-0.7	-22	3	1364	-0.94	70*	-6	11	8
CCn1c(COc2ccc(Cl)cc2)nnc1SCC(=O)Nc1ccc2c(c1)OCO2	-3	0.8	-0.2	9	6	1334	-0.7	6	0	-12	-9
COC(=O)c1cn[nH]c1N	2	2.6	-1.2	1	9	1453	0.011	-6	5	3	-2
CN1C(=S)SC(/[N+]([O-])=C/c2cccnc2)C1(C)C (stereo not drawn)	0	1.7	0.6	-12	-12	1484	x	-1	6	1	1
Cc1cc(C)c2ccc(N)nc2c1O	-4	0.9	-0.8	-22	x	1389	x	99*	5	-1	6
O=c1c2c([N+](=O)[O-])cc([N+](=O)[O-])cc2sn1-c1ccc(Br)cc1	0	2.1	-0.1	-1	8	1690	-0.66	-10	8	10	0
CN1CCN(c2ccc(S(=O)(=O)N3CCCCC3)cc2[N+](=O)[O-])CC1	-6	1.9	-0.2	5	-3	1666	0.022	39	6	-3	4
COc1cc(C(=O)Nc2ccc(N(C)C)cc2)c([N+](=O)[O-])cc1OC	-2	0.4	-1.5	-39	-2	1837	-0.044	4	12	5	6
O=C(N/N=C/c1ccc2c(c1)OCO2)c1ccccn1	-3	1.2	3.1	x	-4	1506	x	2	4	-14	0
CC(C)Oc1ccc2ccccc2c1C=O	-6	-0.7	-4.3	x	8	1697	0.27	0	4	6	7
Cc1cc2nc(-c3ccc(SCC(=O)Nc4ccc(S(=O)(=O)NC5CC5)cc4)nc3)[nH]c2cc1C	-11	9.3*	-0.2	2	-1	2456*	x	7	13	3	10
CNC(=O)c1ccccc1F	3	0.7	0.3	x	16	1726	-0.099	-3	0	2	-3
O=C(NCC1CCCO1)c1nn2c(c1Cl)NC(c1ccc(F)cc1)CC2C(F)(F)F (stereo not drawn)	5	-0.5	2.0	-4	-3	1543	0.037	-2	-3	-10	-1
CNC(=O)C1=NCCCc2cc(OC)c(OC)cc21	0	1.0	2.7	12	2	1578	x	-4	-1	-9	-2
COc1cc2c(cc1NC(=O)COC(=O)c1ccccc1)oc1ccccc12	-3	3.4	0.3	6	8	1513	-0.12	-1	6	7	3
Cc1ccc(NS(=O)(=O)c2cccc(C(=O)Nc3cc(C)on3)c2)cc1	-5	-0.3	0.5	-5	9	1484	-1.5	91*	1	-4	-3
O=C(c1ccccc1-c1ncc[nH]1)N1CCc2c([nH]c3ccccc23)C1c1ccccn1 (stereo not drawn)	-10	1.6	-1.4	2	-11	1397	-3	10	5	0	0
COc1ccc(CCNC(=O)COc2ccc(S(=O)(=O)NCC(C)C)cc2Cl)cc1OC	-8	-1.4	0.1	-18	15	1541	x	5	-8	5	-3
